Pf Dd2 inh – blocks growth of Plasmodium falciparum Dd2 parasites; P. falciparum Dd2 growth, SYBR Green, 72 h; hits give low values; activity change, % at 10 µM; 94,000 tested, 2.3% active; AID 1159554; in the data active = activity change below about -80%; inconclusive = no clear call, values can overlap the other calls
C diff HTS – C. difficile growth inhibition | Clostridium difficile clinical isolate growth, OD600, 24 h; hits give low values | growth activity, negative = inhibition, % at 16 µg/mL (by protocol) | 86,000 tested, 0.25% active | AID 1259249;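 active = mean growth activity at or below -80% and every replicate also at or below -80%; inconclusive = mean at or below -80% but some replicate above -80%; inactive = mean growth activity above -80%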;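 also: 0% = DMSO wells and -100% = levofloxacin 16 µg/mL wells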
GASC1 inh – KDM4C (human) demethylase inhibition. Q9H3R0. GST-KDM4C 2-372, H3K9me3 peptide, LANCE TR-FRET. inhibition, % at 12.5 µM. 96,000 tested, 0.15% active. AID 720574;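 active = mean replicate inhibition above about 25%, with at least 55% of replicates also reaching it, limit read from the data, passing the limit was not always enough; inconclusive = only one of those two conditions met; inactive = neither condition met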
Target sequence (Q9H3R0 2-372 limits assumed): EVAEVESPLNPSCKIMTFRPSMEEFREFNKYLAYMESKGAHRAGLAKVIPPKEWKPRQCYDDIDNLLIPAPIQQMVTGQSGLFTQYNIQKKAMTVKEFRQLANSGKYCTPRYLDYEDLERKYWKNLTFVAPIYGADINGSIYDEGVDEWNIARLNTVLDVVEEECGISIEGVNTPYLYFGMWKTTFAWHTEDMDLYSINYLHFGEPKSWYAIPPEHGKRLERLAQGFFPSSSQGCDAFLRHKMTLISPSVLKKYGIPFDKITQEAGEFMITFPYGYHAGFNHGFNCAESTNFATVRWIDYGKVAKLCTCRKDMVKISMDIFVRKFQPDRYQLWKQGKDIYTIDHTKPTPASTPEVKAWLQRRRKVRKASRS
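System: N-terminal GST-fused human GASC-1 (KDM4C) fragment, residues 2-372 / Amount: 10 nM GST-KDM4C in enzyme reaction / Also added: H3K9me3 peptide with Fe(II)/2OG / Times: 30 min demethylation and 1 h detection at room temperature / Signal: LANCE TR-FRET / Read-out basis: Fall in 671/618 emission ratio as inhibition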
Tcruzi prolif – blocks T. cruzi growth in NIH3T3 culture | inhibition, % at 8.34 µM | T. cruzi beta-gal in NIH3T3, GalScreen luminescence, 90 h | 77,000 tested, 5.9% active;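 active = mean inhibition above about 93%, with at least 55% of replicates each passing it, limit read from the data, passing the limit was not always enough; inconclusive = only one of those two conditions holds; inactive = neither condition holds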
Active calls of the source: *; u = inconclusive; x = not tested or not shown; & = joins results of further samples.

SMILES | Pf Dd2 inh | C diff HTS | GASC1 inh | Tcruzi prolif
CN(C)C(=O)c1ccc(-c2ccc([C@@H]3[C@@H](C#N)N(C(=O)C4CCCC4)[C@H]3CO)cc2)cc1 | 3 | 3 | -2.7 | 81
C[C@@H]1CN([C@@H](C)CO)C(=O)c2cc(NC(=O)CCCCCC(=O)Nc3ccccc3N)ccc2O[C@H]1CN(C)Cc1ccccc1 | -62 | 2 | 1.8 | x
O=C(Nc1cccc(Cl)c1)N[C@H]1CC[C@@H](CCNC(=O)C2CCCCC2)O[C@@H]1CO | -11 | -5 | 2.9 | 26
C[C@H](CO)N1C[C@H](C)[C@H](CN(C)C(=O)CCN(C)C)OCc2ccccc2-c2c(n(C)c3ccccc23)C1=O | -68 | -12 | -1.4 | 33
CC(C)C#Cc1ccc2c(c1)O[C@H](CN(C)S(=O)(=O)c1cn(C)cn1)[C@H](C)CN([C@H](C)CO)S2(=O)=O | 20 | x | 0.9 | x
CCCN(C)C[C@H]1OCCCC[C@H](C)Oc2ccc(NS(=O)(=O)c3cn(C)cn3)cc2C(=O)N([C@H](C)CO)C[C@H]1C | -27 | 1 | 3.2 | 12
O=C(C[C@@H]1C[C@H]2c3cc(NC(=O)c4cccnc4)ccc3O[C@H]2[C@H](CO)O1)NCCc1ccccc1 | -23 | 0 | 14 | 9
COCC(=O)Nc1ccc2c(c1)[C@@H]1C[C@@H](CC(=O)NCc3ccccn3)O[C@@H](CO)[C@@H]1O2 | -3 | -1 | 1.4 | 16
CN(C)C(=O)c1ccc(-c2ccc3c(c2)[C@H]2[C@H](CCN2Cc2cncnc2)[C@H](CO)N3)cc1 | -10 | -6 | 0.8 | 62
CO[C@@H]1CN(C)C(=O)c2ccc(NS(=O)(=O)CC(F)(F)F)cc2OC[C@@H](C)N(Cc2ccccn2)C[C@H]1C | -2 | 2 | -0.7 | 4

Two of the compounds above, as tab-separated lines:
Molecule	Pf Dd2 inh	C diff HTS	GASC1 inh	Tcruzi prolif
O=C(C[C@@H]1C[C@H]2c3cc(NC(=O)c4cccnc4)ccc3O[C@H]2[C@H](CO)O1)NCCc1ccccc1	-23	0	14	9
COCC(=O)Nc1ccc2c(c1)[C@@H]1C[C@@H](CC(=O)NCc3ccccn3)O[C@@H](CO)[C@@H]1O2	-3	-1	1.4	16

(more compounds)
SMILES | Pf Dd2 inh | C diff HTS | GASC1 inh | Tcruzi prolif
O=S(=O)(N[C@H]1CC[C@H](CCNS(=O)(=O)c2ccccc2Cl)O[C@H]1CO)c1ccccc1 | 2 | -4 | 0.2 | -14
COc1ccc(CN(C)C[C@@H]2Oc3ccc(NC(=O)CCC(F)(F)F)cc3C(=O)N([C@@H](C)CO)C[C@@H]2C)cc1 | -1 | -6 | 0.8 | x
CCC(=O)N(C)C[C@@H]1Oc2cc(C#Cc3ccccn3)ccc2S(=O)(=O)N([C@H](C)CO)C[C@@H]1C | x | 2 | -1.3 | -5
CN(C)CC#Cc1ccc([C@@H]2[C@H](C#N)N[C@@H]2CO)cc1 | 36 | -21 | -1.5 | 80
CCCNC(=O)Nc1ccc2c(c1)C(=O)N(C)C[C@H](OC)[C@@H](C)CN(CC1CCCC1)[C@H](C)CO2 | x | x | 5.4 | -83
CCNC(=O)C[C@H]1CC[C@@H](NC(=O)C2CC2)[C@@H](CO)O1 | 4 | x | 0.5 | 24
O=C(c1cnccn1)N1CC[C@@H]2[C@H]1c1cc(C#Cc3cccnc3)ccc1N[C@@H]2CO | 11 | -5 | 3.6 | 26
CO[C@@H]1CN(C)C(=O)c2ccc(NS(C)(=O)=O)cc2OC[C@@H](C)N(C)C[C@@H]1C | 30 | -2 | 1.0 | -3
CCCC(=O)Nc1ccc2c(c1)OC[C@@H](C)N(Cc1ccccc1OC)C[C@@H](C)[C@H](OC)CN(C)C2=O | -66 | x | 2.1 | 56
CCCC#Cc1ccc2c(c1)O[C@H](CN(C)C(=O)Nc1ccccc1F)[C@@H](C)CN([C@H](C)CO)S2(=O)=O | -20 | -1 | -1.7 | x
CN1CCN(C(=O)C[C@@H]2CC[C@H]3[C@@H](COC[C@@H](O)CN3C(=O)Nc3ccc(F)cc3)O2)CC1 | 8 | -6&-9 | -2.3 | 32
CC(C)C#Cc1cnc2c(c1)C(=O)N([C@H](C)CO)C[C@H](C)[C@H](CN(C)C(=O)c1ccccc1)O2 | 3 | 3 | 0.9 | 5
CC(C)CC#Cc1ccc2c(c1)O[C@@H](CN(C)CC1CC1)[C@@H](C)CN([C@@H](C)CO)S2(=O)=O | -50 | 27 | -0.7 | 111*
O=C(NC1CCCC1)N1CCCCN2[C@H](CO)[C@@H](c3ccc(-c4cncnc4)cc3)[C@H]2C1 | -63 | -9 | -0.9 | 64
Cc1noc(C)c1S(=O)(=O)N(C)C[C@H]1OCCCC[C@@H](C)Oc2ccc(NC(=O)Cc3ccccc3)cc2C(=O)N([C@H](C)CO)C[C@@H]1C | -5 | 3 | -0.2 | -11
C[C@@H]1CN([C@@H](C)CO)C(=O)c2cc(NC(=O)CCC(F)(F)F)ccc2O[C@@H](C)CCCCO[C@@H]1CN(C)S(=O)(=O)c1cccs1 | -63 | 6 | 0.9 | 39
COCC(=O)N[C@@H]1CC[C@H](CC(=O)NCc2ccc(Cl)cc2)O[C@@H]1CO | 9 | -4 | -0.6 | -47
COc1ccc(NC(=O)N(C)C[C@@H]2Oc3ccc(NC(=O)Nc4ccc(C(F)(F)F)cc4)cc3C(=O)N([C@H](C)CO)C[C@@H]2C)cc1 | -5 | 4 | 9.5 | -7
CO[C@@H]1CN(C)C(=O)c2ccc(NC(C)=O)cc2OC[C@H](C)N(C(=O)Cc2ccccn2)C[C@H]1C | 12 | x | 1.1 | 11
Cc1noc(C)c1NC(=O)N(C)C[C@@H]1OCCCC[C@@H](C)Oc2ccc(N(C)C)cc2C(=O)N([C@@H](C)CO)C[C@H]1C | -4 | 1 | 13 | 25
C[C@@H]1CCCCO[C@@H](CN(C)Cc2ccc(C(F)(F)F)cc2)[C@H](C)CN([C@H](C)CO)C(=O)c2cc(NC(=O)Nc3ccc(C(F)(F)F)cc3)ccc2O1 | -74 | 3 | 0.0 | 82
O=C(NCC[C@@H]1CC[C@H](NC(=O)C2CC2)[C@H](CO)O1)Nc1ccc(C(F)(F)F)cc1 | -4 | -95* | 0.0 | -17
COCC(=O)N1C[C@@H](C)[C@H](OC)CN(C)C(=O)c2ccc(NC(=O)c3ccccc3)cc2OC[C@@H]1C | -11 | -9 | 2.0 | -5
CO[C@H]1CN(C)C(=O)c2cc(NS(=O)(=O)c3ccc(Cl)cc3)ccc2OC[C@@H](C)NC[C@@H]1C | -10 | x | -1.0 | -17
Cc1ccccc1-c1cnc2c(c1)C(=O)N([C@H](C)CO)C[C@@H](C)[C@H](CN(C)C(=O)CN(C)C)O2 | -23 | -6 | -0.4 | 5
O=C(NCC[C@H]1CC[C@@H](NS(=O)(=O)c2cccc(F)c2)[C@H](CO)O1)C1CCC1 | -2 | 0 | 1.2 | x
C[C@H]1CN([C@@H](C)CO)C(=O)CCCn2cc(nn2)CO[C@@H]1CN(C)Cc1ccc(-c2ccccc2)cc1 | 0 | 2 | -0.6 | 21
COCC#Cc1ccc2c(c1)O[C@H](CN(C)Cc1ccc3c(c1)OCO3)[C@@H](C)CN([C@H](C)CO)S2(=O)=O | -71 | -4 | -1.6 | x
O=C(NCCN1CCCCC1)[C@H]1[C@H](CO)[C@H]2Cn3c(cccc3=O)[C@@H]1N2C(=O)C1CCCCC1 | 1 | 0 | -1.0 | 36
COc1ccccc1S(=O)(=O)N[C@@H]1CC[C@H](CC(=O)NCc2cccc(F)c2)O[C@H]1CO | -3 | x | -0.2 | -28
O=C(C[C@H]1C[C@@H]2c3cc(NC(=O)CC4CC4)ccc3O[C@@H]2[C@H](CO)O1)NCc1ccccn1 | 17 | -1 | -2.9 | -25
COc1ccc(S(=O)(=O)N(C)C[C@@H]2Oc3ncc(Br)cc3C(=O)N([C@H](C)CO)C[C@@H]2C)cc1 | 17&25 | 5&11 | 0.1 | 3&5
CO[C@@H]1CN(C)C(=O)c2ccc(NC(=O)c3ccccc3)cc2OC[C@H](C)N(C)C[C@H]1C | x | -2 | 0.2 | -56
CN(C)CC(=O)Nc1ccc2c(c1)[C@@H]1C[C@H](CC(=O)N3CCc4ccccc4C3)O[C@H](CO)[C@@H]1O2 | -7 | x | 2.9 | 3
O=C(Nc1cccc(F)c1)N1C[C@@H]2[C@H](c3ccccc31)[C@@H](CO)N2C(=O)Cc1ccccc1 | -13 | 3 | -1.1 | 26
CCC(=O)N1[C@H](C(=O)NCCCN(C)C)[C@@H](CO)[C@@H]2Cn3c(ccc(-c4ccccc4OC)c3=O)[C@@H]21 | x | -1 | -0.6 | -26
CCCNC(=O)N(C)C[C@@H]1Oc2cc(C#C[C@@H](C)O)ccc2S(=O)(=O)N([C@H](C)CO)C[C@@H]1C | 9 | -2 | -0.2 | 4
CC(C)NC(=O)N(C)C[C@H]1Oc2ncc(C#CC3CCCCC3)cc2C(=O)N([C@H](C)CO)C[C@@H]1C | -32 | -2 | -1.4 | 84
O=C(C[C@H]1C=C[C@@H](NC(=O)Nc2ccc(F)cc2)[C@@H](CO)O1)NCc1ccccn1 | 11 | 9 | 0.3 | 15
COc1ccc2c3c(n(C)c2c1)[C@H](CO)N(Cc1ccccn1)CC31CCN(C(=O)NC(C)C)CC1 | -8 | 53 | 1.4 | x
C[C@@H]1CCCCO[C@@H](CN(C)C(=O)NC2CCCCC2)[C@H](C)CN([C@H](C)CO)C(=O)c2cc(NC(=O)CCC(F)(F)F)ccc2O1 | -25 | -3 | -0.8 | 51
CCC(=O)Nc1ccc2c(c1)OC[C@H](C)N(CCC(F)(F)F)C[C@H](C)[C@@H](OC)CN(C)C2=O | 12 | -8 | -0.8 | x
C/C=C/c1cnc2c(c1)C(=O)N([C@H](C)CO)C[C@H](C)[C@H](CN(C)C(=O)c1cnccn1)O2 | 46 | 0 | -1.1 | x
C[C@@H]1CN([C@H](C)CO)C(=O)c2cccc(NS(=O)(=O)c3cn(C)cn3)c2O[C@@H]1CN(C)Cc1ccncc1 | 13 | 1 | 0.6 | x
COCC(=O)Nc1ccc2c(c1)OC[C@@H](C)N(C(=O)c1ccccc1F)C[C@@H](C)[C@@H](OC)CN(C)C2=O | -18 | -4 | 21 | -3
CC(C)NC(=O)Nc1ccc2c(c1)C(=O)N([C@@H](C)CO)C[C@@H](C)[C@@H](CN(C)S(=O)(=O)c1ccc(F)cc1)O2 | -8 | -1 | -0.8 | 23
CO[C@@H]1CN(C)C(=O)c2cc(NC(=O)Nc3ccccc3Cl)ccc2OC[C@H](C)NC[C@H]1C | -25 | x | 1.2 | -18
COc1ccccc1S(=O)(=O)N(C)C[C@H]1Oc2cc(C#CCC3CCCC3)ccc2S(=O)(=O)N([C@H](C)CO)C[C@@H]1C | -3 | 7 | -0.5 | x
Cc1noc(C)c1S(=O)(=O)Nc1ccc2c(c1)C(=O)N([C@@H](C)CO)C[C@@H](C)[C@@H](CN(C)S(=O)(=O)c1ccc(F)cc1)OCCCC[C@H](C)O2 | -71 | 2 | -1.2 | 52
COc1cccc(S(=O)(=O)Nc2ccc3c(c2)[C@H]2C[C@H](CC(=O)N(C)C)O[C@@H](CO)[C@H]2O3)c1 | 20 | -2 | 0.8 | 45

Whole records from above. Order of values: Pf Dd2 inh, C diff HTS, GASC1 inh, Tcruzi prolif
`Cc1noc(C)c1S(=O)(=O)Nc1ccc2c(c1)C(=O)N([C@@H](C)CO)C[C@@H](C)[C@@H](CN(C)S(=O)(=O)c1ccc(F)cc1)OCCCC[C@H](C)O2` is listed with -71, 2, -1.2, 52
`COc1cccc(S(=O)(=O)Nc2ccc3c(c2)[C@H]2C[C@H](CC(=O)N(C)C)O[C@@H](CO)[C@H]2O3)c1` is listed with 20, -2, 0.8, 45
`C[C@@H]1CCCCO[C@@H](CN(C)C(=O)NC2CCCCC2)[C@H](C)CN([C@H](C)CO)C(=O)c2cc(NC(=O)CCC(F)(F)F)ccc2O1` is listed with -25, -3, -0.8, 51
`COCC(=O)Nc1ccc2c(c1)OC[C@@H](C)N(C(=O)c1ccccc1F)C[C@@H](C)[C@@H](OC)CN(C)C2=O` is listed with -18, -4, 21, -3

Other entries
SMILES | Pf Dd2 inh | C diff HTS | GASC1 inh | Tcruzi prolif
C[C@@H]1CN([C@H](C)CO)S(=O)(=O)c2ccc(C#Cc3ccccc3)cc2O[C@H]1CN(C)C(=O)Nc1ccc2c(c1)OCO2 | -71&-54 | -6&-5 | 0.1 | 92*
CNC[C@H]1Oc2ccc(NC(=O)Nc3ccccc3)cc2CC(=O)N([C@H](C)CO)C[C@H]1C | 52 | -6 | 2.2 | 17
CCCN(C)C[C@@H]1Oc2cc(C#Cc3ccncc3)ccc2S(=O)(=O)N([C@H](C)CO)C[C@@H]1C | u | 3 | 8.7 | x
C[C@@H]1CN([C@H](C)CO)C(=O)c2ccccc2-c2ccccc2CO[C@H]1CN(C)S(=O)(=O)c1cccc(F)c1 | 39 | 0 | 0.7 | -7
CC(C)NC(=O)N(C)C[C@H]1Oc2ccc(NC(=O)CCCCCC(=O)Nc3ccccc3N)cc2CC(=O)N([C@H](C)CO)C[C@@H]1C | 15 | 1 | -0.2 | x
